Source: PubChem
OX1R antag-1: OX1R (human) antagonism; AID 485270; OX1R-expressing cells, FRET antagonist read-out; inhibition, % at 6.6 µM; O43613; 330,000 compounds, 1.8% hits; in the data active = inhibition mostly above about 38%, no sharp cut-off; inactive = mostly below about 40%;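 note: 0% = agonist challenge alone and 100% = reference antagonist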
Target sequence (O43613 whole entry, looked up): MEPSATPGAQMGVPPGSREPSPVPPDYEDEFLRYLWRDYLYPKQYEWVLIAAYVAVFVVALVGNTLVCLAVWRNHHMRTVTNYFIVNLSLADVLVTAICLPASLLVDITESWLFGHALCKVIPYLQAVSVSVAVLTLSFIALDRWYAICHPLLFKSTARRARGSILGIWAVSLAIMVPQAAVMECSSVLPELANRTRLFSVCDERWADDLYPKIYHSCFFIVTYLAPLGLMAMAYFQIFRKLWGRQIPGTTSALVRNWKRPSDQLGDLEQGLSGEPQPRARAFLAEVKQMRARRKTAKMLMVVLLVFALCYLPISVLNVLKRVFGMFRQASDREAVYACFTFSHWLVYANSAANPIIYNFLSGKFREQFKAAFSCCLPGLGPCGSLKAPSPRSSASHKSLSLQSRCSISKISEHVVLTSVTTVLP
OX1R antag-2: antagonists of human orexin 1 receptor; O43613; CHO/OX1R cells, Fluo-8 calcium fluorescence, orexin A; inhibition, % at 5 µM; 330,000 compounds, 0.43% hits; AID 434989;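 active = inhibition above its plate's threshold, mean inhibition of all tested compounds on the plate plus 3 SD, cut at about 37% in these data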;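 note: 0% = orexin A challenge wells and 100% = SB-334867-A antagonist wells; not every result past the cut was called active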
CHT PAM: human CHT allosteric activation. Q9GZV3. CHT-expressing cells, membrane potential dye, choline EC20; stronger effect = higher value; LV-AA mutant CHT in HEK293 cells. B-score at 10 µM. 310,000 compounds, 0.49% hits. AID 488977;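 active = initial fluorescence not abnormally high and integrated response B-score, plate-corrected, over 3 SD above library mean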
Numbers without * were called inactive; i = inactive; x = not tested or not shown.

Start of the data: the first four compounds, to show the layout:
SMILES | OX1R antag-1 | OX1R antag-2 | CHT PAM
O=C(CN1c2cccc3cccc(c23)S1(=O)=O)NCc1ccc2c(c1)OCO2 | 13 | -8 | i
O=C1CC(N2CCN(c3ccccc3)CC2)C(=O)N1c1ccc2c(c1)OCCO2 (centres undefined) | 18 | -4 | i
O=C(Nc1ccc(Cl)cn1)c1ccc2ccccc2n1 | 7 | -8 | i
Cc1ccc(C(=O)NCC(=O)NCCCc2ccccc2)cc1 | 18 | -24 | i

The whole of this part, repeating the preview:
SMILES | OX1R antag-1 | OX1R antag-2 | CHT PAM
O=C(CN1c2cccc3cccc(c23)S1(=O)=O)NCc1ccc2c(c1)OCO2 | 13 | -8 | i
O=C1CC(N2CCN(c3ccccc3)CC2)C(=O)N1c1ccc2c(c1)OCCO2 (centres undefined) | 18 | -4 | i
O=C(Nc1ccc(Cl)cn1)c1ccc2ccccc2n1 | 7 | -8 | i
Cc1ccc(C(=O)NCC(=O)NCCCc2ccccc2)cc1 | 18 | -24 | i
COc1cc(/C=C/C(=O)OCC(=O)N2CCCc3ccccc32)ccc1O | 19 | -16 | x
CSCC[C@H](NC(=O)[C@@H]1Cc2ccccc2CN1)C(=O)Nc1ccc2c(c1)OCO2 | 10 | -32 | i
CCc1cc(=O)oc2cc(OC(C)=O)cc(OC(C)=O)c12 | 15 | -13 | i
Cc1cc(C)nc(N2CCCC(C(=O)NCc3cccs3)C2)n1 (centres undefined) | 10 | -13 | i
Cc1ccc2c(c1)N(C(C)C(=O)NCCc1ccccc1)C(=O)CO2 (centres undefined) | 4 | -10 | i
O=C(c1cccc(C(F)(F)F)c1)N1CCc2c([nH]c3ccccc23)C1C(F)(F)F (centres undefined) | -12 | -31 | i
CCN(CC(=O)Nc1ccccc1OC)C(=O)c1ccc2[nH]c3c(c2c1)CC(C)CC3 (centres undefined) | 12 | -2 | x
Cc1ccc(C)c(NC(=O)/C(C#N)=C/c2ccc(Sc3nncn3C)c([N+](=O)[O-])c2)c1 | 28 | -39 | i
COc1ccc(-c2nnc(COc3ccc(Br)cc3C)o2)cc1 | 11 | -29 | i
O=C1NC(=S)S/C1=C\c1coc2ccc(O)cc2c1=O | 37 | 1 | i
O=C(NC1CCCc2ccccc21)C12CC3CC(CC(O)(C3)C1)C2 (centres undefined) | 12 | -23 | i
O=C(COC(=O)COc1ccc(Cl)cc1Br)NC1CCCCCC1 | -1 | -12 | x
CC(=O)c1ccc(NC(=S)N2CCN(c3ccccn3)CC2)cc1 | -6 | -19 | i
O=C(COC(=O)CC1CC2CCC1C2)Nc1c(F)cccc1F (centres undefined) | 12 | -29 | i
O=S(=O)(Cc1ccc(Cl)cc1)C1CCCCC1O (centres undefined) | 11 | -9 | i
O=C(COC(=O)/C=C/c1ccccc1Cl)NCC1CCCO1 (centres undefined) | 6 | -19 | x
CC1=C(C(=O)OC2CCCCC2)C(c2ccccc2Br)NC(=O)N1 (centres undefined) | 9 | -28 | i
O=C(NNC(=O)c1sccc1-n1cccc1)Nc1ccc(F)cc1 | 16 | -15 | i
COc1ccc(-c2c(C)oc3c(CN4CCCCC4C)c(O)ccc3c2=O)cc1OC (centres undefined) | 2 | -5 | i
CCOC(=O)c1oc2nc(C)c3c(c2c1N)CC(C)(C)OC3 | 9 | -16 | i
CCC(CO)Oc1cc(NC(=O)c2cccc(F)c2)c2ncn(C(C)C)c2c1 (centres undefined) | 11 | -14 | x

Some of the entries above, reformatted.
O=C1CC(N2CCN(c3ccccc3)CC2)C(=O)N1c1ccc2c(c1)OCCO2 (centres undefined)
  OX1R antag-1: 18 | OX1R antag-2: -4 | CHT PAM: i
O=S(=O)(Cc1ccc(Cl)cc1)C1CCCCC1O (centres undefined)
  OX1R antag-1: 11 | OX1R antag-2: -9 | CHT PAM: i

Some of these compounds in order of SMILES length, high to low.
SMILES | OX1R antag-1 | OX1R antag-2 | CHT PAM
CSCC[C@H](NC(=O)[C@@H]1Cc2ccccc2CN1)C(=O)Nc1ccc2c(c1)OCO2 | 10 | -32 | i
O=C(NNC(=O)c1sccc1-n1cccc1)Nc1ccc(F)cc1 | 16 | -15 | i
O=C(COC(=O)/C=C/c1ccccc1Cl)NCC1CCCO1 (centres undefined) | 6 | -19 | x

(list continues)
SMILES | OX1R antag-1 | OX1R antag-2 | CHT PAM
CCN(CCCNC(=O)COc1cc(=O)n(CC)c2ccccc12)c1ccccc1 | 13 | -13 | i
CC(C)(C)NC(=O)CN1CCC(O)(c2ccccc2)CC1 | 22 | -4 | i
COc1ccc(N(CC(=O)Nc2cccc(C)c2C)S(=O)(=O)c2c(C)n[nH]c2C)cc1 | 14 | -25 | i
CCc1nnc(NC(=O)CSc2nnc(C)n2-c2ccc(C)cc2)s1 | 3 | -4 | i
COc1ccc(OC)c(S(=O)(=O)N2CCC(C(=O)N3CCOCC3)CC2)c1 | 9 | -12 | i
CC(=O)Nc1ccc(S(=O)(=O)NCCC(=O)OCc2ccccc2F)cc1 | -4 | 5 | x
NC(=O)NCCCC(=O)O | 5 | 2 | i
O=C(COc1ccc(Cl)cc1)N1CCN(S(=O)(=O)c2ccccc2)CC1 | 4 | -1 | i
CCOC(=O)c1cnn(-c2cc(C)cc(C)c2)c1N | 8 | -25 | i
Cc1cccc(N(CC(=O)NC(C)(C)C)C(=O)CCC(=O)Nc2ccccn2)c1 | 23 | -32 | i
COc1ccc(C(=O)C2CCCN(Cc3cccn3-c3ccccn3)C2)c(C)c1 (centres undefined) | 15 | -25 | i
CC(CNC(=O)C(=O)NC(C)CCc1ccccc1)Cc1ccccc1 (centres undefined) | 1 | 15 | i
Cc1ccc(CN2CCN(Cc3ccc4cc(F)ccc4n3)CC2CCO)o1 (centres undefined) | 9 | -14 | i
COc1ccc(OC)c(NC(=S)N2CCN(c3ccccn3)CC2)c1 | 13 | -33 | i
Cc1[nH]nc(-c2ccc(OCc3cnn(-c4ccccc4)c3)c(C)c2O)c1Oc1ccccc1 | 16 | -35 | i
O=C1c2ccccc2NC(c2cccc(F)c2)N1Cc1ccccc1 (centres undefined) | 12 | -20 | i
COc1ccccc1S(=O)(=O)n1cc(Cc2ccccc2)c(N)n1 | 37 | -13 | i
Cc1cc(NC(=O)CCSc2nc(-c3ccco3)cc(C(F)(F)F)n2)n(-c2ccccc2)n1 | 24 | -40 | i
COc1ccc(C(=O)Nc2cc(OC)cc3cccnc23)cc1 | 99* | 26 | i
Cc1cccc(NS(=O)(=O)c2cc(C(=O)N3CCOCC3)ccc2Cl)c1 | 27 | -4 | i
CCC(CO)Oc1cc(NC(=O)c2ccc(C)cc2)c2ncn(C(C)C)c2c1 (centres undefined) | 4 | -12 | x
CCCCN(C(=O)CSc1nnnn1-c1ccccc1OC)C1CCS(=O)(=O)C1 (centres undefined) | 11 | -23 | i
COc1ccccc1NCC(=O)N1CCN(S(=O)(=O)c2ccccc2)CC1 | 2 | -21 | x
Cc1nc2ccc([N+](=O)[O-])cc2c(=O)n1Cc1ccc([N+](=O)[O-])cc1 | 9 | -17 | i
O=C(Nc1ccc2c(c1)OCO2)c1cccs1 | 0 | -7 | i

Continuation.
SMILES | OX1R antag-1 | OX1R antag-2 | CHT PAM
CCCC(=O)Nc1ccc(C(=O)NNC(=S)NC(=O)c2ccc(Br)o2)cc1 | 8 | -22 | i
CCOC(=O)N1CCC(NC(=O)c2ccc3c(c2)N(C)CCS3)CC1 | 17 | -19 | i
CN(C)C(=O)C(CCN1CCC(O)(c2ccc(Cl)cc2)CC1)(c1ccccc1)c1ccccc1 | 13 | -23 | i
COc1ccc2nc(/N=C/c3c(C)[nH]n(-c4ccc(C)cc4C)c3=O)sc2c1 | -3 | -7 | i
CCOC(=O)c1ccc(CNC(=O)CSc2nnnn2-c2ccc(Cl)cc2)o1 | 15 | -22 | i
COC(=O)c1ccc(OC)cc1OCC(=O)N1CCN(c2ccc(F)cc2)CC1 | 24 | -23 | i
Oc1oc(-c2ccccc2)nc1/C=N/c1nccs1 | 17 | -7 | i
Cc1ccc(CN2CCNC(=O)C2CC(=O)NCCCn2cccn2)o1 (centres undefined) | 16 | 2 | i
O=C(c1ccc(CS(=O)(=O)c2ccc(Br)cc2)o1)N1CCCCCC1 | 8 | -15 | i
CCN1CCN(c2ccc(NC(=O)c3ccc4c(c3)[nH]c(=O)n4Cc3ccc(F)cc3)cc2)CC1 | 10 | -9 | i
CCCCCCN1C=CC=C/C1=C\C=C(C#N)C#N | 10 | 8 | i
O=C(NCCO)c1cc2c(s1)CCC2 | 8 | -1 | i
COc1cc(C(=O)Nc2ccc(Br)cc2C(=O)c2cc(OC)c(OC)c(OC)c2)cc(OC)c1OC | -2 | -14 | i
NS(=O)(=O)c1ccc(CCNC(=O)COC(=O)c2ccc([N+](=O)[O-])o2)cc1 | 44* | -9 | x
Cc1cccc2cc(CN(Cc3ccccc3)C(=S)NCCCN(C)C)c(=O)[nH]c12 | 14 | -34 | i
COc1ccc(C)cc1S(=O)(=O)N1CCCCCC1 | 7 | -19 | i
COc1ccccc1C(=O)Nc1ccccc1C(=O)NC1CCCCC1 | 12 | -14 | i
C[C@H](CO)N1C[C@H](C)[C@H](CN(C)S(=O)(=O)c2ccccc2)Oc2c(NS(C)(=O)=O)cccc2C1=O | 2 | -3 | x
COc1ccc(C(=O)NC2CC(C)(C)Cc3c2cnn3-c2ccccc2C)o1 (centres undefined) | 72* | 13 | i
O=C(/C(=C/O)N=Nc1ccccc1Cl)c1ccccc1 | 6 | -8 | i
Cc1c(CCOC(=O)C23CC4(C)CC(C)(CC(C)(C4)C2)C3)sc[n+]1CC(=O)c1ccccc1 | 9 | -5 | i
N#Cc1cc2c(=O)n3ccccc3nc2n(-c2ccccc2Cl)c1=O | 32 | -20 | i
CN(/N=C/c1cccnc1)c1cnc2ccccc2n1 | 34 | -18 | i
COCCn1c(C)cc(C(=O)COc2ccc(C)nc2[N+](=O)[O-])c1C | 25 | -14 | i
Cn1c(N)c(C(=O)COC(=O)C2(c3ccccc3F)CCCC2)c(=O)n(C)c1=O | 9 | -19 | i

Next part:
SMILES | OX1R antag-1 | OX1R antag-2 | CHT PAM
CN(C(=O)CSc1nc2scc(-c3ccccc3)c2c(=O)[nH]1)c1ccccc1 | 3 | -25 | x
COc1ccc(C(=O)Nc2cccnc2Sc2ccc(Cl)cc2)cc1 | 10 | -22 | i
O=C(Nc1ncc(Cc2cccc(Cl)c2Cl)s1)c1ccc([N+](=O)[O-])cc1 | 24 | -24 | i
CC(C)C(C(=O)NC1CCCC1)N(CC1CCCO1)C(=O)CNS(=O)(=O)c1ccccc1 (centres undefined) | 12 | -21 | i
CCSc1nnc2nc3[nH]c4c(C)cccc4c3nn12 | 58 | -3 | i
O=C(c1ccc(Cl)cc1)N1N=CCC1(O)c1ccc(Cl)cc1 (centres undefined) | 20 | -22 | i
Cc1ccccc1C(=O)Nc1nnc(CC(=O)N/N=C/c2ccco2)s1 | 8 | -16 | i
CCCCOc1ccc(-c2c(C#N)c(N)nc(SCC(N)=O)c2C#N)cc1 | 1 | 4 | i
CCOc1ccccc1C(=O)NC(C(=O)OCC(=O)Nc1nnc(-c2ccccc2)o1)C(C)C (centres undefined) | 14 | -23 | i
Cc1nc2ccccc2c(=O)n1CCN1CCOCC1 | 12 | -18 | i
CC(=O)NS(=O)(=O)c1ccc(NC(=O)C(Sc2ccccc2)c2ccccc2)cc1 (centres undefined) | 18 | -1 | i
BrC(/C=N/Nc1nc(N2CCOCC2)nc(N2CCOCC2)n1)=C/c1ccccc1 | 1 | -1 | i
Cc1ccc(/C=C2/CCc3c([nH]c4ccccc34)C2=O)cc1 | 10 | -20 | i

Results in CHT PAM, for 3 of the compounds above:
| Molecule | CHT PAM |
| --- | --- |
| Cc1nc2ccccc2c(=O)n1CCN1CCOCC1 | i |
| CC(C)C(C(=O)NC1CCCC1)N(CC1CCCO1)C(=O)CNS(=O)(=O)c1ccccc1 (centres undefined) | i |
| BrC(/C=N/Nc1nc(N2CCOCC2)nc(N2CCOCC2)n1)=C/c1ccccc1 | i |
